Arrestin-AP2 inh: inhibitors of human beta-arrestin and AP2 interaction. inhibition, % at 10 µM. FITC-arrestin peptide / GST-AP2 beads, flow cytometry; AP2 beta2 appendage carries R879A mutation. AID 504490. 340,000 compounds, 0.31% hits;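 active = inhibition above a set limit, near 3 SD of compounds lacking own fluorescence, cut at about 54% in these data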;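 note: plate controls were DMSO wells for no effect and 5 µM unlabelled arrestin peptide for full effect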
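Measured by: flow cytometry, FL1 (488/535 nm); Material: AP2 appendage R879A on GSH beads; Evaluation: percent response; Timing: pre-incubation 12 min, peptide binding 1 h, room temperature; Also added: 50 nM FITC-arrestin peptide; Medium: PBS with 0.05% Tween 20 and 0.1% BSA.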
SR-BI DiI-HDL act: enhances SR-BI lipid uptake from DiI-HDL. AID 504775. 320,000 compounds, 0.096% hits. CHO ldlA[mSR-BI] cells, DiI-HDL uptake fluorescence, 3 h; 100 = double the neutral-control signal. activation, % at 12.5 µM;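 active = mean replicate activation of at least 60% and every replicate at or above 60%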;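 note: 0% = median plate neutral-control signal and 100% = twice that signal; values of inactives mirror those of a sister screen read the other way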
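Assay system: LDL receptor-deficient CHO ldlA cells overexpressing murine SR-BI / Medium: BSA-supplemented, HEPES-buffered Ham's F12, pH 7.4 / Probe or stimulus: DiI-labelled HDL at 10 µg/mL final / Timing: compound with DiI-HDL co-incubation, 3 h at 37 °C / Technique: bottom-read cell fluorescence after medium removal, ex 550/em 595 nm / Measure: HDL uptake via cellular fluorescence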
NSD2 inh: NSD2 (human) methyltransferase inhibition. O96028. NSD2 peptide methylation, AlphaScreen, 120 min. inhibition, % at 12.5 µM. 310,000 compounds, 0.54% hits; in the data active = inhibition above about 50%
Mot1-301 SUMO: SUMOylation pathway inhibition by Mot1-301 growth rescue; S. cerevisiae Mot1-301 growth rescue, ATP luminescence, 38.5C; percent above DMSO median, 100 means doubled; growth rescue, % at 18.8 µM; 320,000 compounds, 1% hits; AID 2716;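 active = every valid replicate shows activation above 250% relative to neutral control wells; inactive = the rest, any valid replicate at or below 250%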;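 note: OY570 slx delta 5 strain wells were the positive control but not used for scaling; some compounds called inactive have numbers as strong as hits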
CDK5 inh: CDK5/p35 (human) kinase inhibition | 330,000 compounds, 0.01% hits | Recombinant CDK5/p35, ADP-Glo luminescence, 60 min | inhibition, % at 10 µM | Q00535+Q15078;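 active = highest replicate inhibition of at least 50% and at least 75% of replicates reaching 50%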;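 note: plate controls were DMSO neutral control for no effect and GW8510 at 10 µM for full effect; many of its hits are not listed in these tables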
Pemphigus Ab inh: blocks pemphigus antibody binding to human desmoglein-3; P32926; DSG3-coupled beads, scFv-anti-DSG3-GFP binding, flow cytometry; hits give low values; binding (percent of control), % at 10 µM; 310,000 compounds, 0.48% hits;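 active = binding more than 3 SD below its plate's average and above zero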;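 note: hits lower antibody fragment binding to DSG3; some compounds called inactive have numbers as strong as hits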
Target sequence (P32926 whole entry, looked up, the tested form may be a part): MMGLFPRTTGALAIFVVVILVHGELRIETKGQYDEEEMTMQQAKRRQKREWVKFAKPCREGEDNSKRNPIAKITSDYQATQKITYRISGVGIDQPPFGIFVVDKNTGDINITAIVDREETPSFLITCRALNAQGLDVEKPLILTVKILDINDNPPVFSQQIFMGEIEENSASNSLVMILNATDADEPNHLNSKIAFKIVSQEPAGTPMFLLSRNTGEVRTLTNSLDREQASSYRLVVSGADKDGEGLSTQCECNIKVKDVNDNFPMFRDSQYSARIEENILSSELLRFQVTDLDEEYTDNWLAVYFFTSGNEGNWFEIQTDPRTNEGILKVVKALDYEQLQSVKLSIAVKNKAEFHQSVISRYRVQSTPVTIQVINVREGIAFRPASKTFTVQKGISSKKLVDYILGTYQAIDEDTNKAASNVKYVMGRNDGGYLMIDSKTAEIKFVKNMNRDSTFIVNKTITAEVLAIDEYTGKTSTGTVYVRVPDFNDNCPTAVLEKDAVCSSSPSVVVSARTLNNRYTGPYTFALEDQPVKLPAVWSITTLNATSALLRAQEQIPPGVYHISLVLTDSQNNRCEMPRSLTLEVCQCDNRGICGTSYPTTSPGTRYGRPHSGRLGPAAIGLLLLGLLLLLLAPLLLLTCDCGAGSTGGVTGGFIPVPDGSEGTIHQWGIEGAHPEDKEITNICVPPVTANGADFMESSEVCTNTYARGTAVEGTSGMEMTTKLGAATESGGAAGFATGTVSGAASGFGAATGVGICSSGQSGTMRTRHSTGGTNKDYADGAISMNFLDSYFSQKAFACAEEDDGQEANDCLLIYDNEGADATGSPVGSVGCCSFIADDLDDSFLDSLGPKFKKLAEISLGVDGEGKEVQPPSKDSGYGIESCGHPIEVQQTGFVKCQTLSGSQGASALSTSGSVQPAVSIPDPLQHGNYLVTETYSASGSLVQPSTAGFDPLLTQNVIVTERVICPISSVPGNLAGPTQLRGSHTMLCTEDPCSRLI
PKA-R2B activ: activates the human PKA-R2B holoenzyme complex; activation, % at 11.4 µM; PKA-R2B holoenzyme dissociation, Cy5-IP20 fluorescence polarization; R2B truncated from residue 108, S112A mutant; 0% DMSO only, 100% 113 µM cGMP; 340,000 compounds, 0.079% hits; P22694+P31323;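 active = activation above a cutoff set at the mean over all compounds plus 3 SD, cut at about 18% in these data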;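 note: higher means more holoenzyme dissociation and a rise in polarization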
MITF TRPM1 HTS: increases MITF-driven TRPM1 promoter luciferase signal; SK-MEL-5 TRPM1-promoter luciferase, 24 h; % of positive control, neutral wells = 0; activation, % at 12.5 µM; 300,000 compounds, 0.75% hits; AID 588334;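 active = mean activation of at least 80% with every replicate also reaching 80%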;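 note: 0% = neutral control wells and 100% = parthenolide positive control wells; values of inactives mirror those of a sister screen read the other way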
dFosB activator: activators of mouse delta FosB homodimer | P13346 | purified delta FosB, TAMRA-CDK5 oligo fluorescence polarization; percent of positive-control signal above neutral wells | activation, % at 25 µM | 340,000 compounds, 0.99% hits;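 active = mean activation above about 17%, with every replicate also reaching it, limit read from the data, passing the limit was not always enough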;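 note: fluorescence polarization rise as delta FosB binds a TAMRA Cdk5 AP-1 oligo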
PKA-R1A act: PKA-R1A complex activation; 340,000 compounds, 0.083% hits; AID 504707; activation, % at 11.4 µM; P00514+P68181; PKA-R1A dissociation, Cy5-IP20 fluorescence polarization; scaled: DMSO 0%, 113 µM cGMP 100%;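 active = percent activation above the mean of all tested compounds plus 3 SD, cut at about 19% in these data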;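 note: higher means more PKAc released from R1A so a rise in polarization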
SR-BI DiI inh: inhibitors of mouse SR-BI mediated HDL lipid uptake; ldlA[mSR-BI] CHO cells, DiI-HDL uptake fluorescence, 3 h; Q61009; AID 488896; 320,000 compounds, 0.96% hits; inhibition, % at 12.5 µM;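 active = mean replicate inhibition of at least 70% and a set share of replicates each scoring 70 or more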;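 note: 0% = median of neutral control wells and 100% = median of positive control wells; values of inactives mirror those of a sister screen read the other way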
Numbers without * were called inactive; nt = not tested or not shown.

SMILES	Arrestin-AP2 inh	SR-BI DiI-HDL act	NSD2 inh	Mot1-301 SUMO	CDK5 inh	Pemphigus Ab inh	PKA-R2B activ	MITF TRPM1 HTS	dFosB activator	PKA-R1A act	SR-BI DiI inh
CC(=O)c1cn(-c2ccc(Cl)cc2)c(=O)[nH]c1=O	-3	18	-2	15	-1.9	100	2	5	-7	-2	-18
O=C(CN1CCCCCCC1)N/N=C/c1ccc(F)c(F)c1	-2	5	1	0	-1.2	106	2	6	4	-2	-5
O=[N+]([O-])c1ccc(Cl)c(/C=N/NC(=S)Nc2ccccc2)c1	24	-3	6	7	-0.2	84*	3	-10	11	-1	3
CCCOc1cccc(C(=O)Nc2cccc3ncccc23)c1	50	3	-1	-2	1.7	113	0	4	-8	4	-3
O=C(Nc1nnc(COc2ccc(Cl)cc2)s1)C1CCCO1 (centres undefined)	8	7	1	-14	0.9	nt	-1	4	2	5	-7
Cn1c(=O)c(C(=O)NCCc2ccc(Cl)cc2)c(O)c2ccccc21	-21	14	0	6	0.2	112	-5	5	-6	-7	-14
CN(Cc1ccccc1)C(=O)COC(=O)c1cc(NS(=O)(=O)c2cccs2)ccc1O	9	-29	6	25	-0.5	104	-1	-18	-4	-8	29
Cc1c(Cl)cccc1NC(=O)CNc1cccc(S(=O)(=O)N(C)C)c1	6	12	-2	-4	-1.5	102	5	-6	-8	3	-12
COc1ccc(CNC(=O)C(=O)NCC2OCCN2S(=O)(=O)c2cccs2)cc1 (centres undefined)	2	3	nt	7	-3.3	104	2	nt	-8	12	-3
CCN(CC)CCNC(=O)c1ccc(NC(=O)Cc2ccc(OC)c(S(=O)(=O)N3CCOCC3)c2)cc1	-6	18	18	nt	-5.6	120	-1	9	-6	0	-18
Cn1c(SCC(=O)Nc2ccccc2C(F)(F)F)nc2c(c1=O)SCC2	-9	6	3	1	1.7	nt	-8	-23	1	-12	-6
NC(=S)NCc1cccnc1	nt	27	-2	-3	-1.0	102	4	-9	1	-3	-27
C/C(=C\c1ccccc1F)C(=O)c1c(C)cc(C)[nH]c1=O	11	5	22	-4	-1.2	102	1	-17	1	10	-5
CCOC(=O)C(Cc1c[nH]c2ccccc12)NC(=O)c1ccccc1Br (centres undefined)	1	-1	-2	18	-2.2	117	-7	nt	-5	6	1
Cc1cccc2sc(NNC(=O)C3COc4ccccc4O3)nc12 (centres undefined)	3	-6	nt	6	-0.1	94	-3	-18	-14	3	6
Cc1cnc(NC(=O)c2ccc3c(c2)OCCO3)s1	-4	-15	0	nt	3.6	nt	5	-81	-7	-7	15
CCOC(=O)C1CCCN(c2c(NCCc3ccccc3)c(=O)c2=O)C1 (centres undefined)	-4	nt	1	5	0.2	102	14	-1	3	-7	nt
Cn1c(=O)c2c(ncn2CC(O)CNc2ccc(F)cc2)n(C)c1=O (centres undefined)	-2	-52	-3	-2	0.2	nt	3	nt	-7	5	52
O=C(CSc1ncc(-c2ccccc2)nn1)NCc1ccco1	8	-10	0	9	-1.6	115	-7	1	1	2	10
CCN(CC)CCNC(=O)c1ccc(Cl)c(S(=O)(=O)Nc2ccccc2OC)c1	-11	18	8	1	-0.6	119	-3	7	1	3	-18
O=C1CCCc2c1cc(C(=O)NCCCN1CCOCC1)c(=O)n2-c1ccc(Cl)cc1	30	14	nt	2	-1.9	109	-4	nt	-3	-1	-14
O=S(=O)(c1ccc(NCc2ccc(F)cc2)nc1)N1CCCC1	3	4	-2	3	-1.2	102	-4	-25	-11	3	-4
Cc1nc(C)c(C(=O)N(c2ccccc2F)C(C(=O)NCC2CCCO2)c2ccccc2)s1 (centres undefined)	-1	7	-2	1	1.3	nt	10	5	-5	4	-7
CCCOC(=O)CSC1=C(C#N)C(c2ccccc2OCC)C(C#N)C(=O)N1 (centres undefined)	3	10	0	128	-0.1	100	1	nt	-13	-5	-10

Single records, as listed above. Screens in order: Arrestin-AP2 inh, SR-BI DiI-HDL act, NSD2 inh, Mot1-301 SUMO, CDK5 inh, Pemphigus Ab inh, PKA-R2B activ, MITF TRPM1 HTS, dFosB activator, PKA-R1A act, SR-BI DiI inh
Cc1nc(C)c(C(=O)N(c2ccccc2F)C(C(=O)NCC2CCCO2)c2ccccc2)s1 (centres undefined) as listed: -1, 7, -2, 1, 1.3, nt, 10, 5, -5, 4, -7
Cn1c(=O)c(C(=O)NCCc2ccc(Cl)cc2)c(O)c2ccccc21 as listed: -21, 14, 0, 6, 0.2, 112, -5, 5, -6, -7, -14
Cc1cnc(NC(=O)c2ccc3c(c2)OCCO3)s1 as listed: -4, -15, 0, nt, 3.6, nt, 5, -81, -7, -7, 15

Other compounds follow:
SMILES	Arrestin-AP2 inh	SR-BI DiI-HDL act	NSD2 inh	Mot1-301 SUMO	CDK5 inh	Pemphigus Ab inh	PKA-R2B activ	MITF TRPM1 HTS	dFosB activator	PKA-R1A act	SR-BI DiI inh
Cc1ccc(C)c(COc2coc(CN3CCN(C(=O)c4ccco4)CC3)cc2=O)c1	12	9	1	nt	-1.3	103	-9	5	-8	-3	-9
CCOC(=O)Cn1cnc2c(nnn2Cc2ccc(Cl)cc2)c1=O	19	-4	-1	-8	0.0	98	7	4	-7	-10	4
COc1ccc(S(=O)(=O)N2c3ccccc3OCC2c2ccccc2)cc1 (centres undefined)	15	19	-3	127	0.7	97	-8	-23	-8	-17	-19
CC1(c2ccc3ccccc3c2)NC(=O)N(CC(=O)N2CCN(c3ccccc3O)CC2)C1=O (centres undefined)	7	-8	-4	0	1.2	110	-9	-7	-12	-7	8
Nc1ccc(/C=C/C(=O)c2ccco2)cc1	nt	24	-2	-6	0.0	105	7	38	-4	0	-24
CCOC(=O)c1c(C)[nH]c(C(=O)COC(=O)C(C)Oc2ccc(Cl)cc2Cl)c1C (centres undefined)	7	10	13	9	0.7	121	-6	-5	0	-8	-10
COc1cccc(/C=N/NC(=S)Nc2cccc(C(=O)O)c2)c1O	-4	8	-29	-17	0.7	93	-11	-41	-6	2	-8
CCc1cc(=O)oc2cc(OC(C)C(=O)NCC3CCC(C(=O)O)CC3)c(Cl)cc12 (centres undefined)	-9	-7	nt	6	-0.3	nt	-5	7	7	-11	7
CNC(=O)/C(C#N)=C/c1cn(CC(=O)NCc2ccco2)c2ccccc12	3	-1	nt	nt	-0.9	nt	0	4	-3	-11	1
COc1ccc(C2CC(c3ccccc3)=NN2C(=O)COC(=O)c2ccc(Cl)nc2)cc1 (centres undefined)	2	-4	-1	-2	-0.1	100	0	4	-6	-6	4
CCC1(CC)NC(=O)NC1=O	-2	23	0	1	-2.4	98	-2	5	9	-10	-23
COC(=O)[C@H](C)NC(=O)Nc1ccc(OC)cc1OC	0	17	-1	-4	-1.4	102	-12	-10	3	-9	-17
COC(=O)c1cc(NC(=O)c2ccc([N+](=O)[O-])cc2)c(=O)oc1C	-8	0	0	975*	-1.2	96	0	10	-4	8	0
CN1CCN(C(=O)CC23CC4CC(CC(C4)C2)C3)CC1	3	4	-4	-8	-1.1	108	-7	nt	-6	-11	-4
Cc1cccc(Cn2cnc3c(nnn3Cc3ccc(F)cc3)c2=O)c1	-4	14	7	16	0.2	109	-9	-3	-7	-6	-14
CCOC(=O)c1[nH]c(C)c(C(=O)NC(C)CC)c1C (centres undefined)	-6	-1	nt	-1	-0.6	107	-9	-13	5	-1	1
CC(Oc1ccc(-c2ccccc2)cc1)C(=O)N1CCOCC1 (centres undefined)	2	-30	19	-9	-1.5	95	11	2	0	-1	30
Cc1cccc(C)c1NC(=O)CN(C)CC(=O)Nc1ccc(F)c(Cl)c1	-5	-1	-5	211	1.1	113	0	-2	-7	6	1
Cn1cccc1-c1nc2ccccc2n1C	3	-2	nt	7	1.6	106	-5	5	-2	-2	2
CCN(C(=O)CSc1nc(-c2ccccc2)c(-c2ccccc2)[nH]1)C1CCS(=O)(=O)C1 (centres undefined)	4	7	17	44	2.6	108	13	7	-10	15	-7
CCc1ccc(NC(=O)CN(c2cccc(C)c2)S(C)(=O)=O)cc1	3	18	4	-19	0.4	129	-5	3	-2	8	-18
Cc1noc(NS(=O)(=O)c2ccc(NS(=O)(=O)c3ccc(Cl)cc3)cc2)c1C	7	8	-1	-8	-2.1	112	-9	14	4	1	-8
Brc1ccc(CSc2nnc(-c3cnccn3)n2Cc2ccco2)cc1	-1	-6	1	-7	-0.1	104	-8	0	-13	-4	6
CC1CC2C(C(O)CC3(C)C2CCC3(O)C(=O)CO)C2(C)C=CC(=O)C=C12 (centres undefined)	-9	7	-4	nt	-0.1	91	-6	3	-2	-4	-7

Taken from above.
Mot1-301 SUMO result of CCN(C(=O)CSc1nc(-c2ccccc2)c(-c2ccccc2)[nH]1)C1CCS(=O)(=O)C1 (centres undefined) stands at 44
PKA-R2B activ result of Cc1cccc(C)c1NC(=O)CN(C)CC(=O)Nc1ccc(F)c(Cl)c1 stands at 0
PKA-R1A act result of CCc1ccc(NC(=O)CN(c2cccc(C)c2)S(C)(=O)=O)cc1 stands at 8
Mot1-301 SUMO result of COC(=O)c1cc(NC(=O)c2ccc([N+](=O)[O-])cc2)c(=O)oc1C stands at 975*
Mot1-301 SUMO result of Cc1cccc(Cn2cnc3c(nnn3Cc3ccc(F)cc3)c2=O)c1 stands at 16
NSD2 inh result of Cc1noc(NS(=O)(=O)c2ccc(NS(=O)(=O)c3ccc(Cl)cc3)cc2)c1C stands at -1
dFosB activator result of CC(Oc1ccc(-c2ccccc2)cc1)C(=O)N1CCOCC1 (centres undefined) stands at 0

Compound activity deposited in PubChem by several laboratories.
